# HTRA1 inhibitor = HTRA1 serine protease inhibitors, primary screen, biochemical, fluorescence polarization, HTS. 0.5% of 340,000 active. inhibition, % at 5.96 µM. Q92743. AID 504803, 2011. recombinant HTRA1, FP-rhodamine activity-based probe; in the data active = inhibition above about 36%;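 note: 0% = enzyme with DMSO and 100% = wells lacking enzyme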
# Target sequence (Q92743 whole entry, looked up): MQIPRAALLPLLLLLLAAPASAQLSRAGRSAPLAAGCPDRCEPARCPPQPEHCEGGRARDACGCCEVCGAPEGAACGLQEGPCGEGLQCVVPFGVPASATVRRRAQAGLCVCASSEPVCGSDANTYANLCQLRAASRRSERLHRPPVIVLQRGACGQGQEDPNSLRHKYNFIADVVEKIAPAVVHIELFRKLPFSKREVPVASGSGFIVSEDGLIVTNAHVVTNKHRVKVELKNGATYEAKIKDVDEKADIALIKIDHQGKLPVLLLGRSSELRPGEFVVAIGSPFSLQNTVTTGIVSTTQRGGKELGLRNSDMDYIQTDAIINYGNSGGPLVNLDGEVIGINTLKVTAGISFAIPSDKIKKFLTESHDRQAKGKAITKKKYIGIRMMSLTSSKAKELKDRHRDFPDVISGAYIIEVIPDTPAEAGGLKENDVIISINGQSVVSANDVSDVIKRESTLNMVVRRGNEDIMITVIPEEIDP
# Active calls of the source: *. Some of the compounds tested, so the mix of outcomes need not match the whole.
# The first 5 records, to show the layout:
SMILES,HTRA1 inhibitor
COc1cc(CN(C)C)cc(C=O)c1O,4
N#CC1=C(N)C2=C(N3CCCCC3)CCCC2C1(C#N)C#N (stereo unspecified),35
CC1CCC(NC(=O)C2CCN(c3c4c(nc5ncnn35)CCC4)CC2)CC1 (stereo unspecified),-4
COc1cccc(/C=N/NC(=O)c2c(C)nc3ccc(Br)cn23)c1O,54*
C[C@]12C(=O)N(c3ccc(Cl)cc3)C(=O)N1[C@H]1c3ccccc3OC[C@@H]1[C@H]2c1ccccc1,-38

# Results, previewed entries included:
SMILES,HTRA1 inhibitor
COc1cc(CN(C)C)cc(C=O)c1O,4
N#CC1=C(N)C2=C(N3CCCCC3)CCCC2C1(C#N)C#N (stereo unspecified),35
CC1CCC(NC(=O)C2CCN(c3c4c(nc5ncnn35)CCC4)CC2)CC1 (stereo unspecified),-4
COc1cccc(/C=N/NC(=O)c2c(C)nc3ccc(Br)cn23)c1O,54*
C[C@]12C(=O)N(c3ccc(Cl)cc3)C(=O)N1[C@H]1c3ccccc3OC[C@@H]1[C@H]2c1ccccc1,-38
Cn1c(N)c(C(=O)COC(=O)c2cc(-c3ccccc3)nc3ccccc23)c(=O)n(Cc2ccccc2)c1=O,-11
Cc1cccc(NS(=O)(=O)c2cc3c4c(c2)CCN4C(=O)CC3)c1C,3
COc1ccc(CN2C[C@H]3CCCN3c3cc(Br)ccc3S2(=O)=O)cc1,-20
Nc1ncnc2c1ncn2[C@@H]1O[C@H](CNCc2cccn2-c2nccs2)[C@@H](O)[C@H]1O,-2
CC(C)(C)NC(=O)C[C@H]1C[C@H](C(=O)N2CCOCC2)[C@@]2(CCC3CCCC3)c3[nH]c4cc(-c5ccco5)ccc4c3CCN2C1=O,7
CCOC(=O)N1CCN(C(=O)c2cnn3c(C)c(Cc4ccc(C)cc4)c(C)nc23)CC1,-1
COc1ccc(CNC(=O)Cc2cccs2)cc1,-3
Cc1cc(NS(=O)(=O)c2ccc(NC(NC(=O)C(C(F)(F)F)C(F)(F)F)(C(F)(F)F)C(F)(F)F)cc2)no1,2
CN(CCO)CC(O)Cn1cnc2c1c(=O)n(C)c(=O)n2C (stereo unspecified) (tested in a mixture with another compound),3
CCc1ccc(S(=O)(=O)/N=C2\C=C(Nc3ccc(O)cc3)C(=O)c3ccccc32)cc1,78*
Cc1cc(NC(=O)CSc2nc(-c3ccc(Br)cc3)nc3c2c(=O)n(C)c(=O)n3C)no1,1
O=C1C(Nc2ccccc2)=C/C(=N/S(=O)(=O)c2cccs2)c2ccccc21,63*
COc1ccc(NS(=O)(=O)c2ccc(O)c(NC(=O)c3cc4c(C)nn(-c5ccc(F)cc5)c4s3)c2)cc1,-12
COc1cc(NCCCCCCCN)c2ncccc2c1,20
Brc1ccc(C2=Nn3c(nnc3-c3cccnc3)SC2)s1,4
CC1CCCCN1CCCNC(=O)CCCN1C(=O)c2cccnc2Sc2ccccc21 (stereo unspecified),0
COc1ccc(C2/C=C\CN(C(=O)Nc3ccccc3-c3ccccc3)CC(=O)N2Cc2ccc(F)cc2)cc1 (stereo unspecified),-63
CC1CC(C)(C)N2C(=O)C3(Nc4ccccc4S3)c3cccc1c32 (stereo unspecified),5
CC(C(=O)Nc1ccccc1)c1ccc(-c2ccccc2)c(F)c1 (stereo unspecified),-43
COc1ccc(-c2nnc(NC(=O)c3ccc(S(=O)(=O)N4CCCc5ccccc54)cc3)o2)cc1,-1
CCOC(=O)[C@H]1O[C@@H]1C(=O)N[C@@H](CC(C)C)C(=O)NCCC(C)C,1
NC1=NC[C@@H](CC2CCCCC2)N1CCc1cc(C(F)(F)F)cc(C(F)(F)F)c1,-17
O=C(OCn1ncc(Br)c(Br)c1=O)c1ccc(F)cc1,-3
O=C(CSc1ncn[nH]1)Nc1nnc(-c2ccccc2)s1,-4
Cn1nnnc1SCC1=C(C(=O)O)N2C(=O)[C@@H](NC(=O)[C@H](O)c3ccccc3)[C@H]2SC1,-5
CC(C)CC(=O)Nc1nnc(S(=O)(=O)N(C)Cc2ccco2)s1,-8
O=C(CN1CCc2ccccc2C1)Nc1ccccc1N1CCCCCC1,-22
Cc1cccc(OCC(=O)O/N=C(\N)c2ccc(Cl)cc2)c1,2
CNC(=O)c1c(I)c(C(=O)NCC(=O)Nc2c(I)c(C(=O)O)c(I)c(C(=O)NCCO)c2I)c(I)c(N(C)C(C)=O)c1I,4
C#CCOCCOCCOCCNc1nc(N2CCN(C(=O)[C@H](Cc3ccc(O)cc3)n3cc([C@@H](N)C(C)CC)nn3)CC2)nc(N2CCN(C(=O)[C@H](Cc3cc4ccccc4[nH]3)n3cc([C@@H](N)C(C)CC)nn3)CC2)n1 (stereo partly specified),6
O=C1NN(c2cccc(Br)c2)C(=O)/C1=C\c1ccc(N2CCOCC2)cc1,-2
CC[C@@]12C(=O)N(c3cccc(C)c3)C(=O)N1[C@H](c1ccc(OC)cc1)[C@@H]1C(=O)N(C(C)(C)C)C(=O)[C@@H]12,-133
NC(=S)N/N=C/c1ccc(-n2nncc2-c2ccc(Cl)cc2)cc1,-10
S=C(NCCc1ccccc1)NCc1cccc(Cl)c1,-20
CC1Oc2cc3oc4c(O)c(O)ccc4c(=O)c3c(O)c2C1(C)C (stereo unspecified),72*
Cc1ccc(NC(=O)C2COc3ccccc3O2)cc1C (stereo unspecified),-5
CC1(c2nnc(Cc3ccccc3)o2)CC(c2ccccc2[N+](=O)[O-])=NO1 (stereo unspecified),-6
Cc1ccccc1Cc1c(C)nc2nc(SCC(=O)NCCCN3CCCCC3)nn2c1C,10
Cc1ccc(S(=O)(=O)/N=C2/NC(=O)/C(=C\c3cc(Br)cc(Br)c3O)S2)cc1,-73
Cc1cccc(-n2ncc3c2CCCC3NC(=O)CCCN2CCCCC2=O)c1C (stereo unspecified),-5
O=[N+]([O-])c1ccc2nc(-[n+]3c(-c4ccccc4)cc(-c4ccccc4)cc3-c3ccccc3)[nH]c2c1,-54
COCCNC(=O)CCn1nc(-c2ccc(Cl)cc2)c2ccccc2c1=O,3
N#CC1=C2SCN(Cc3ccccc3)CN2C(=O)CC1c1ccccc1F (stereo unspecified),-11
O=[N+]([O-])c1ccc(CSc2ccc(S(=O)(=O)N3CCCC3)cn2)cc1,-10
COC(=O)CCC(=O)OC1(C)C(=O)C2=CN(CCc3c[nH]c4ccccc34)C(c3ccc(OC)cc3)=CC2=C(Br)C1=O (stereo unspecified),32
CC(C)COc1ccc(C(=O)Nc2ccc([N+](=O)[O-])cc2)cc1,-1
O=C(N/N=C/c1ccc(OC(=O)c2ccccc2Cl)cc1)c1ccccn1,2
COc1ccccc1NC1=C(N2CCCCC2)C(=O)c2ccccc2C1=O,8
CN(C)c1ccc(/C=C(/NC(=O)c2ccccc2)C(=O)NCCCn2ccnc2)cc1,-2
CCOc1ccc2nc(NC(=O)Cc3cccs3)sc2c1,-26
CCc1cc(=O)oc2c3c(cc(OCC(=O)NCc4ccco4)c12)OC(C)(C)CC3,-21
CCCCc1ccc(NC(=O)N2CCN(c3cc(C)nc4ccccc34)CC2)c(C)c1,-27
COc1ccc(CCN2C(=O)CC(NCc3ccc4c(c3)OCO4)C2=O)cc1OC (stereo unspecified),9
COc1ccc(-c2nc3scc(-c4ccc(OC)c(OC)c4)c3c(=O)o2)cc1,-1
Cc1cc(C)c(NC(=O)Cn2nnc(C(=O)NCc3ccc4c(c3)OCO4)c2N)c(C)c1,-4

# Three of the compounds above, with bars between the fields:
smiles | HTRA1 inhibitor
CCCCc1ccc(NC(=O)N2CCN(c3cc(C)nc4ccccc34)CC2)c(C)c1 | -27
COc1ccc(CCN2C(=O)CC(NCc3ccc4c(c3)OCO4)C2=O)cc1OC (stereo unspecified) | 9
COc1ccc(-c2nc3scc(-c4ccc(OC)c(OC)c4)c3c(=O)o2)cc1 | -1

# (continued)
SMILES,HTRA1 inhibitor
CC(C)(C)N1C(=O)Cc2c1nc(N)c1c(N)nc(N3CCCCC3CO)c(C#N)c21 (stereo unspecified),56*
O=C(O)C1CC=C(Cl)CC1C(=O)NC1CCCCC1 (stereo unspecified),5
O=C(Nc1ccc(Cl)cc1)C1CC(=O)n2c(nc3ccccc32)N1 (stereo unspecified),-6
CN(C)c1ccc(/C=C/c2ccc3ccccc3n2)cc1,1
Cc1nn(CC(=O)N2CCN(c3ccccn3)CC2)c(=O)c2cc3sccc3n12,1
O=C(Cc1ccccc1)NCCc1ccc(Cl)cc1Cl,-3
CN(C)c1ccc(CNC(=O)CCS(=O)(=O)c2ccc3c(c2)n(C)c(=O)c(=O)n3C)cc1,4
CCn1c(C)cc(C(=O)COC(=O)c2ccccc2[N+](=O)[O-])c1C,19
CCOC(=O)C1=C(C)Nc2nc(SC)nn2C1c1ccc(C(=O)OC)cc1 (stereo unspecified),-5
Cc1cc(OCC(=O)NC2CCN(Cc3ccccc3)CC2)c2c(C)c(C)c(=O)oc2c1,-9
CC(C)C[C@H]1CN=C(Nc2ccccc2)N1CCc1cccc(F)c1,-5
O=C(NCc1ccco1)c1cccc2c1C(=O)c1ccc(N3CCC(Cc4ccccc4)CC3)cc1S2(=O)=O,-18
Cc1ccc2c(c1)NC(=O)C(CC(=O)Nc1ccc(CN3CCC(C)CC3)cc1)O2 (stereo unspecified),-2
C#CCOCCOCCOCCNc1nc(N2CCN(C(=O)CCCCCCCCCCNC(=O)[C@@H](CCSC)n3cc(CCO)nn3)CC2)nc(N2CCN(C(=O)CCCCCCCCCCNC(=O)[C@H]([C@@H](C)CC)n3cc(CCCCN=C(N)N)nn3)CC2)n1,-91
CCN1CCN(c2ccc(S(=O)(=O)N3CCCCC3)cc2NC(=O)COc2cc(C)ccc2Cl)CC1,-24

# Some of the entries so far, with each value named:
canonical_smiles: CCOC(=O)C1=C(C)Nc2nc(SC)nn2C1c1ccc(C(=O)OC)cc1 (stereo unspecified)
  HTRA1 inhibitor: -5

canonical_smiles: Cc1cc(OCC(=O)NC2CCN(Cc3ccccc3)CC2)c2c(C)c(C)c(=O)oc2c1
  HTRA1 inhibitor: -9

canonical_smiles: CC(C)C[C@H]1CN=C(Nc2ccccc2)N1CCc1cccc(F)c1
  HTRA1 inhibitor: -5

canonical_smiles: O=C(NCc1ccco1)c1cccc2c1C(=O)c1ccc(N3CCC(Cc4ccccc4)CC3)cc1S2(=O)=O
  HTRA1 inhibitor: -18

# The list goes on.
SMILES,HTRA1 inhibitor
COC(=O)c1ccc(/C=N/Nc2nc(-c3ccc(C)cc3)cs2)cc1,-8
Cc1nc(SCc2cccnc2)[nH]c(=O)c1C,6
O=C1c2ccccc2C(=O)N1CSc1nnc2c3ccccc3n(CCc3ccccc3)c2n1,0
CCN1CCN(CCCNC(=O)c2cc3cc4ccc(OC)cc4nc3o2)CC1,9
CN(CCC(=O)Nc1ccc(Br)cc1)Cc1ccccc1,-5
COc1cc(C2C(C(=O)c3ccc(C)o3)=C(O)C(=O)N2CCCn2ccnc2)cc(OC)c1OC (stereo unspecified),11
COc1ccc(-n2ccnc(SCC(=O)NC3CCCCC3)c2=O)cc1,6
CC(C)(CO)N=Cc1c(O)[nH]c2ccccc12,5
Cc1sc2nc(-c3ccc(Br)cc3)oc(=O)c2c1C,3
O=C(NC1CCCCC1)c1cc2nc(-c3ccco3)cc(C(F)(F)F)n2n1,2
COc1ccccc1/C=C1\SC(=S)N(CCC(=O)NNC(=O)c2ccccc2O)C1=O,39*
CCOc1ccc(CCNC(=O)Cn2nc(C)n3cccc3c2=O)cc1OCC,-1
CCc1c(C)[nH]n(-c2ccc(Oc3ccccc3)c(S(=O)(=O)O)c2)c1=O,-2
O=C(C[C@H]1C[C@H](C(=O)N2CCCCC2)[C@@]2(CCc3ccccc3)c3[nH]c4ccc(Cl)cc4c3CCN2C1=O)NCCc1ccccn1,3
CCCCCCCCCCOC(=O)Cn1c(COc2cccc(OC)c2)[n+](C)c2ccccc21,27
O=S(=O)(Nc1ccc2cn[nH]c2c1)c1ccc(Cl)cc1,3
Cc1ccc(NC(=O)NC(=O)c2ccccc2)cc1F,2
COc1ccc(-c2cc(-c3cccs3)c(C#N)c(SCC(=O)NCc3ccco3)n2)cc1,-17
Cc1cc(N2CCN(C(=O)Nc3ccc(F)cc3F)CC2)c2ccccc2n1,-7
Cc1ccc2oc3nc(C)c(C(=O)Nc4cccc(C(F)(F)F)c4)cc3c(=O)c2c1,8
COC(=O)c1scc(C)c1NC(=O)c1cccc(C#N)c1,1
O=C(Nc1ccc(C(=O)N2CCC(N3CCCC3)CC2)cc1)c1ccc(Br)o1,-1
CC1CN(CC(=O)Nc2ccc(S(N)(=O)=O)cc2)CC(C)O1 (stereo unspecified),3
CS(=O)(=O)c1ccc(C(=O)NC2CCCc3ccccc32)cc1 (stereo unspecified),1
COCCNC(=O)Cn1nc(-c2ccc(C)cc2)ccc1=O,9
C#CCOCCOCCOCCNc1nc(N2CCN(C(=O)CCCCCCCCCCNC(=O)[C@H](CCCCN)n3cc(CCCC(=O)O)nn3)CC2)nc(N2CCN(C(=O)CCCCCCCCCCNC(=O)[C@H](CCCN=C(N)N)n3cc(C[C@@H](C)CC)nn3)CC2)n1,-50
COC(=O)C1=C(C)N(Cc2ccccc2)C(=NCc2cccc(C(F)(F)F)c2)N[C@H]1c1cccc(C(F)(F)F)c1,-25
Cc1ccc(NS(=O)(=O)c2ccc3c(c2)n(C)c(=O)n3C)cc1,-1
COc1ccc(N(CC(=O)NCCc2cccc(C)c2)S(=O)(=O)c2c(C)noc2C)cc1,-10
O=C1/C(=C/c2ccc(N3CCOCC3)o2)SC(=Nc2ccccc2)N1CCc1c[nH]c2ccccc12,14
CCN1C(=O)c2cccc3c(S(=O)(=O)Nc4ccccc4)ccc1c23,-7
Cc1ccc(C(=O)NC(=S)Nc2ccccc2N2CCOCC2)cc1C,-2
COC(=O)c1c(NC(=O)c2cccnc2)sc(C)c1C,-2

# Copied from the list:
# For HTRA1 inhibitor, CCN1C(=O)c2cccc3c(S(=O)(=O)Nc4ccccc4)ccc1c23 reads -7
# For HTRA1 inhibitor, O=S(=O)(Nc1ccc2cn[nH]c2c1)c1ccc(Cl)cc1 reads 3
# For HTRA1 inhibitor, Cc1ccc(NS(=O)(=O)c2ccc3c(c2)n(C)c(=O)n3C)cc1 reads -1
# For HTRA1 inhibitor, COc1ccc(-c2cc(-c3cccs3)c(C#N)c(SCC(=O)NCc3ccco3)n2)cc1 reads -17
# For HTRA1 inhibitor, O=C(Nc1ccc(C(=O)N2CCC(N3CCCC3)CC2)cc1)c1ccc(Br)o1 reads -1

# Source: PubChem (The Scripps Research Institute Molecular Screening Center)
